Screening results deposited in PubChem by National Center for Advancing Translational Sciences (NCATS).
ERG-DNA inh: qHTS for Small Molecule Inhibitors of the ERG Ets/DNA interaction; 370,000 tested, 0.028% active; Transcriptional regulator ERG (Homo sapiens), P11308; Potency, µM (series often up to 76.9 µM), for the others: at the top dose FP activity, negative = inhibition, usual class: inhibitors; fluorescence polarization, His-ERG Ets domain / labelled DNA; active means well fitted inhibition curve with a large enough effect in the polarisation, with a control signal flat; inconclusive means small, poorly fitted or top-dose-only effect, or effect the other way, or a change in a side signal; inactive means no such curve, though single readings can be large or run the other way; the % refers to the polarisation;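 further: polarization taken with two DNA probes labelled with fluorescein and Texas red; potency means the concentration at half of the fitted maximal effect; % of control where 0% means no effect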
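His-tagged ERG Ets domain (1 uM in the protein solution; 300mM KCl, 50mM Tris-HCl, 1mM EDTA, 1mM DTT, pH 7.5) received compound, then a probe mix of 5 nM fluorescein-DNA and 100nM Texas-615-DNA. Fluorescence polarization was read for both dyes.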
G9a inh: qHTS Assay for Inhibitors of Histone Lysine Methyltransferase G9a; Histone-lysine N-methyltransferase EHMT2 (Homo sapiens), Q96KQ7; G9a H3K9 monomethylation, AlphaScreen, 2 h; Potency, µM (titrated, usually from 102 µM), inactives show at the highest dose activity, negative = inhibition, hits mostly inhibitors; 350,000 tested, 8.8% active; AID 504332, 2011; further: potency means the concentration at half of the fitted maximal effect; on the % scale 0 is the no-effect control and ±100 the full control effect; nearly all actives have a fitted effect of over 75% in size
Target sequence (Q96KQ7 913-1193 limits assumed): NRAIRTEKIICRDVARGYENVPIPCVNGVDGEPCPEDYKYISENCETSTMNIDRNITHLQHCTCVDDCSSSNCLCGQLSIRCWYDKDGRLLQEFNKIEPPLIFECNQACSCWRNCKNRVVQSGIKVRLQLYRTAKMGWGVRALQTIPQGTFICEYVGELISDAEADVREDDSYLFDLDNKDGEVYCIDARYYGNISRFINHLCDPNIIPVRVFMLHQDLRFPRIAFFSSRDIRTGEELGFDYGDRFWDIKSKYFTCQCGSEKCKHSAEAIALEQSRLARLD
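Chemiluminescent proximity detection of H3K9 monomethylation, read after 10 min bead incubation in the dark. Reaction: 20 nM G9a, 500 nM biotin-H3K9 peptide, 20 uM SAM cofactor, 2 h, room temperature, following 15 min enzyme-compound preincubation.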
BAZ2B inh: qHTS Assay for Inhibitors of BAZ2B; Bromodomain adjacent to zinc finger domain protein 2B (Homo sapiens), Q9UIF8; AlphaScreen BAZ2B-H3K14Ac peptide displacement; Potency, µM (doses to about 114 µM), for inactives: at the top dose activity change, negative = inhibition, hits mostly inhibitors; 360,000 tested, 4.4% active; further: potency means the concentration at half of the fitted maximal effect; on the % scale 0 is the no-effect control and ±100 the full control effect; nearly all actives have a fitted effect of over 60% in size
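Multi-concentration screen (max 110 uM) measuring displacement of acetylated histone H3 peptide from BAZ2B by AlphaScreen, using 50 nM protein, 50 nM peptide and 10 ug/mL streptavidin donor plus Ni-chelate acceptor beads.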
RGS4 inhibitor: Inhibitors of Regulator of G Protein Signaling (RGS) 4: qHTS | 390,000 tested, 0.039% active | Regulator of G-protein signaling 4 (Homo sapiens), P49798 | Potency, µM (titrated, usually from 114 µM), for inactives: at the top dose activity change, negative = inhibition, actives largely listed as inhibitors | Transcreener GDP fluorescence polarization, RGS4-accelerated GTP hydrolysis; further: potency means the concentration at half of the fitted maximal effect; on the % scale 0 is the no-effect control and ±100 the full control effect; nearly all actives have a fitted effect of over 75% in size; some results filed as inactive show a strong effect at the top dose
Target sequence (P49798 whole entry, looked up): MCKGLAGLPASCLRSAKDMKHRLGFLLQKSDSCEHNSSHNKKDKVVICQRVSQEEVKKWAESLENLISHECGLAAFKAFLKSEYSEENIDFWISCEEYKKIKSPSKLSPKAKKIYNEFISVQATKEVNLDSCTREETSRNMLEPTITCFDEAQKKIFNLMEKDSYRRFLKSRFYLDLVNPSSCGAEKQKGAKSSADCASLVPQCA
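MLSMR compounds (23 nl, pin-transferred) preincubated 10 min at room temperature with a 500nM (2x) first reagent, then RGS4 at 900nM (2x) plus Transcreener GDP mix added; fluorescence polarization (620/688 nm) read before and after 90 min at 30 °C.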
12-LOX inh: Primary qHTS assay for inhibitors of human arachidonate 12S-lipoxygenase (ALOX12): Round 2; Polyunsaturated fatty acid lipoxygenase ALOX12 (Homo sapiens), P18054; purified 12hLO, xylenol orange hydroperoxide absorbance; Potency, µM (doses to about 108 µM), without a hit: at the highest dose activity change, negative = inhibition, actives largely listed as inhibitors; 580,000 tested, 1.1% active; AID 1671190, 2021; further: potency means the concentration at half of the fitted maximal effect; on the % scale 0 is the no-effect control and ±100 the full control effect
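Purified human 12hLO at 150 nM in 25 mM Hepes, 0.01% Triton X-100, pH 7.0, preincubated 15 min at room temperature with compound. Reaction started with 40 uM arachidonic acid, 30 min at room temperature. Hydroperoxide measured by Fe-xylenol orange, 573/405 nm absorbance ratio.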
PI4K2A block: qHTS for small molecular inhibitors of PI4K2A; Phosphatidylinositol 4-kinase type 2-alpha (Homo sapiens), Q9BTU6; activity change, negative = inhibition, % at 76.9 µM; 420,000 tested, 0.13% active; purified PI4K2A, ADP-Glo luminescence, 1 h; active compounds read low; in the data active means activity change below about -50%; inconclusive means mostly about -30% to -49%;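 further: -100% = wells without enzyme as full effect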
Target sequence (Q9BTU6 whole entry, looked up): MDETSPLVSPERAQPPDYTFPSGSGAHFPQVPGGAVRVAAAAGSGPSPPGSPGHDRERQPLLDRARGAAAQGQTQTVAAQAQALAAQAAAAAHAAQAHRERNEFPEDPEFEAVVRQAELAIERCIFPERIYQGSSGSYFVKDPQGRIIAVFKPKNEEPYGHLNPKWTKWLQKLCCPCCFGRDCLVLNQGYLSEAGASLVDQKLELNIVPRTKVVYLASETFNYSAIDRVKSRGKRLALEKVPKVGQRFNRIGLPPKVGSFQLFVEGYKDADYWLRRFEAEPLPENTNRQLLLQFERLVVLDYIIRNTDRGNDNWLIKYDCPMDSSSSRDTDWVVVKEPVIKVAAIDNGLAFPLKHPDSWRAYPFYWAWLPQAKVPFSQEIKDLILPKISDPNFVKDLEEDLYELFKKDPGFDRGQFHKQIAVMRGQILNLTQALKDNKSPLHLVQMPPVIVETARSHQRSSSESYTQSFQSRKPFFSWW
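PI4K2A activity was measured by ADP-Glo luminescence: enzyme (4 ug/mL stock) and phosphatidylinositol (1.2 mM stock) in Tris pH 7.5/MgCl2/EGTA/Triton X-100 buffer were reacted with ATP (300 microM stock) for one hour at ambient temperature.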
HP1b chromo inh: HTS for Inhibitors of HP1-beta Chromodomain Interactions with Methylated Histone Tails; 390,000 tested, 0.56% active; Chromobox protein homolog 1 (Homo sapiens), P83916; AlphaScreen HP1-beta / biotin-H3K9me3 peptide binding; Potency, µM (series often up to 114 µM), without a hit: at the highest dose activity change, negative = inhibition, usual class: inhibitors; further: potency means the concentration at half of the fitted maximal effect; nearly all actives have a fitted effect of over 70% in size; inactives centre near 23
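HP1-beta protein (50 nM final) preincubated 30 min at room temperature with biotinylated H3(1-18)K9me3 peptide (50 nM) in PBS pH 7.4, 0.01% Tween-20, then compound added for 30 min. AlphaScreen streptavidin donor/nickel chelate acceptor beads (10 ug/mL final), 30 min dark, luminescence read.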
GLS inh: qHTS for Inhibitors of Glutaminase (GLS) | GLS enzymatic activity, qHTS titration | Potency, µM (top dose mostly 45.5 µM), without a hit: at the highest dose activity change, negative = inhibition, hits mostly inhibitors | 410,000 tested, 0.21% active | AID 624170, 2012; further: potency means the concentration at half of the fitted maximal effect; on the % scale 0 is the no-effect control and ±100 the full control effect
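Read-out is an Amplex red fluorescence increase coupled through glutamate oxidase and HRP, measured before and after 30 min room-temperature incubation. hKGA is in 45 mM KH2PO4 (pH 8.2) with 0.02% Tween-20; glutamine added as 1mM solution.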
JMJD2A Tudor inh: qHTS Assay for Inhibitors of JMJD2A-Tudor Domain. AID 504339, 2011. Potency, µM (doses to about 114 µM), for inactives: top-dose activity change, negative = inhibition, hits mostly inhibitors. AlphaScreen JMJD2A-Tudor / H3K4me3 peptide binding. Lysine-specific demethylase 4A (Homo sapiens), O75164. 390,000 tested, 4.4% active; further: potency means the concentration at half of the fitted maximal effect; on the % scale 0 is the no-effect control and ±100 the full control effect; nearly all actives have a fitted effect of over 50% in size
* = called active by the depositor; u = inconclusive; x = not tested or not shown; & = joins results of further samples; [ ] = remark or other dose. Unless noted, the call rests on the fitted dose curve; in most records, active means well fitted curve in the direction sought with a large enough effect; inconclusive means small, poorly fitted or top-dose-only effect, or another doubt; inactive means no such curve, though single readings can be large; an effect the other way counts as inactive or inconclusive.

Values run as follows: ERG-DNA inh	G9a inh	BAZ2B inh	RGS4 inhibitor	12-LOX inh	PI4K2A block	HP1b chromo inh	GLS inh	JMJD2A Tudor inh
> CC1CCN(c2ccc(S(=O)(=O)N3CCC(C)CC3)cc2N)CC1
    10%	3%	-31%[57.1 µM]	u	3%	-6	22%	3%	-14%
> Cc1ccc(Cn2c(=O)c3cccnc3n(CC(=O)Nc3cccc(C(F)(F)F)c3)c2=O)cc1
    u	8%[59 µM]	3%&-26%	13%&13%	u	-12&-4	46%&24%[activator]	3%&6%	-8%&-1%
> Cc1ccc(CSc2nnc(Cn3c(=O)sc4ccccc43)n2C)cc1
    -1%	18%[59 µM]	6%	-4%	401%[activator]	-7	41%[activator]	0%	-14%
> CCN(c1ccccc1)S(=O)(=O)c1ccc2c(c1)N(C(C)=O)CCO2
    -3%	10%	-3%	-30%	-1%	1	32%	2%	-3%
> CN1CCN(S(=O)(=O)c2cccc(C(=O)Nc3ccc(Br)cc3Br)c2)CC1
    1%	x	x	2%	454%[activator]	-2	6%	0%	-19%
> C[n+]1ccc(/C=C/c2c[nH]c3ccc(F)cc23)cc1
    -17%	u	-3%	-21%	11%	3	57%[activator]	-1%	14%
> O=C(c1cc2cc(Br)ccc2[nH]1)N1CCc2ccccc21
    -5%	22%	4%	11%	88%[activator]	-2	26%	0%	-2%
> CC(C)C(=O)Nc1ccc(NC(=O)c2cc3ccccc3o2)cc1
    -3%	-6%[12.7 µM]	-2%	-43%	0%	3	45%	-6%	-7%
> COc1cccc(CN(C)C(=O)C2CC(=O)N(c3ccc4c(c3)OCCO4)C2)c1 (stereo not drawn)
    -5%	-9%	-5%	23%	23%	-13	16%	1%	-5%
> CCn1c(SCC(=O)Nc2cccnc2Cl)nnc1-c1ccccc1
    2%	0%[59 µM]	9%	0%	4%	0	-10%	1%	-9%
> COc1ccc(NC(=O)Cn2ncc3c([nH]c4ccccc43)c2=O)cc1Cl
    -13%	8%[59 µM]	-1%	-16%	-20%	-3	13%	0%	0%
> CCn1nc(C)c(/C=N/NC(=O)Cn2nc(C)cc2C)c1C
    -1%	-2%[59 µM]	-6%	19%	0%	-3	23%	24%	-5%
> CCc1ccccc1N(C)S(=O)(=O)c1ccc2[nH]cc(C(=O)N3CCc4ccccc43)c(=O)c2c1
    8%	20%	-5%	5%	-16%	-1	4%	9%	-17%
> O=C(CN1CCOCC1)Nc1c(-c2ccccc2)c2cc(Br)ccc2[nH]c1=O
    -4%	-43%[59 µM]	-5%	3%	2%&15%	5	25%	-4%	-13%
> CCOC(=O)N1CCC(NCCNC(=O)c2cccc(F)c2)CC1
    -4%	-18%[2.33 µM]	-14%	-23%	u	-2	32%	-2%	-10%
> Fc1ccc(CNCCC(Cc2ccccc2)c2ccco2)cc1 (stereo not drawn)
    5%	-42%	-31%	-7%	-88%	9	16%	9%	-21%
> CC(C)CNC(C)C(=O)Nc1ccc(S(N)(=O)=O)cc1 (stereo not drawn)
    12%	-4%	-4%	35%	3%	3	-3%	3%	-9%
> CN(C(=O)Cn1cc([N+](=O)[O-])ccc1=O)C1CCCCC1
    -4%	-6%[12.7 µM]	8%	18%	189%[activator]	3	9%	5%	-13%
> CC1CCCCN1S(=O)(=O)c1ccc(C(=O)Nc2nnc(-c3ccccc3Cl)o2)cc1 (stereo not drawn)
    -4%	12%	6%	-19%	13%	4	43%	9%	-12%
> N[C@@H](Cc1ccc(O)cc1)c1nnc([C@H](CC(=O)O)NC(=O)C2CCNCC2)o1
    4%	40%[59 µM]	16%	5%	0%	0	37%[activator]	24%	-17%
> Cc1nn(C)c(Cl)c1CN1CCCC(C(=O)Nc2cccc(-n3cccn3)c2)C1 (stereo not drawn)
    0%	x	-5%	22%	34%[activator]	-3	7%	-1%	-18%
> O=C(N/N=C/C1CC=CCC1)c1cc(Br)ccc1O (stereo not drawn)
    11%	9%[59 µM]	-3%	-6%	7%	4	46%[activator]	3%	2%
> COc1ccc(CCNC(=O)CNS(=O)(=O)c2ccc(F)c(Cl)c2)cc1OC
    1%	x	-6%[0.457 µM]	0%	5%	2	41%[activator]	-1%	-3%
> Cc1cc(=O)oc2cc(OCC(=O)NC3CC(C)(C)NC(C)(C)C3)ccc12
    -9%	4%	-17%	u	28%&-26%	12	46%[activator]	-4%	4%
> Cc1cc(NC(=O)CCNS(=O)(=O)c2ccc3c(c2)CCCC(=O)N3)ccc1Br
    -6%	-29%[59 µM]	8%[57.1 µM]	12%	u	1	24%	-6%	-5%
> O=C(/C=C/c1ccccc1)N1CCCN(C(=O)/C=C/c2ccccc2)CC1
    0%	-2%[59 µM]	-1%	1%	-10%	0	24%	3%	-6%
> Cc1ccc(NC(=S)NC2CCCC2)cc1
    8%	24%[0.501 µM]	-12%	-33%	u	3	22%	3%	3%
> CCOC(=O)N1CCN(C(=O)C(C)N(c2ccccc2)S(C)(=O)=O)CC1 (stereo not drawn)
    -20%	1%	2%	-16%	-4%	-3	41%[activator]	-8%	1%
> CC(C)(C)NC(=O)NC(=O)COC(=O)Cn1c(C(F)(F)F)nc2ccccc21
    -8%	-51%[12.7 µM]	5%	46%	-1%	3	18%	-3%	-11%
> Cc1cccc(-c2oc3ccc(-c4ccc5c(c4)OCO5)cc3c2/C=C/c2ccc(N)cc2)c1
    -7%	17%	-4%	15%	x	0	42%[activator]	1%	-9%
> CCN(CC)C(=O)CSc1nc2ccccc2o1
    -1%	-10%[59 µM]	-2%	6%	190%[activator]	-2	31%	8%	10%
> CCOC(=O)C1CCCN(C(=O)c2ccc(CS(=O)(=O)c3ccc(Br)cc3)o2)C1 (stereo not drawn)
    -1%	-1%[59 µM]	-4%	-5%	-6%	-5	43%[activator]	-2%	-1%
> COc1cc(C(=O)NCC(=O)OCc2ccccc2Cl)cc(OC)c1OC
    6%	0%	-33%	22%	5%	-15	21%	1%	-3%
> Cc1cccc(NC(=O)c2ccc(S(=O)(=O)NCc3cccnc3)cc2)c1
    0%	6%	-14%	5%	-3%	-6	16%	5%	-14%
> Cc1c(OC(C(=O)O)c2ccccc2)ccc2c(-c3ccccc3)cc(=O)oc12 (stereo not drawn)
    u	2%	2%	-23%	6%	2	45%[activator]	3%	-17%
> O=C(Nc1cccn2ncnc12)c1ccccc1
    -5%	25%[12.7 µM]	-5%	4%	4%	-1	28%	1%	-18%
> O=C(Nc1ccc2c3c(cccc13)CC2)c1ccc(Br)o1
    -1%	13%	-3%	12%	4%	2	12%	14%	-7%
> Cc1cc(OCCN2CCOCC2)ccc1[N+](=O)[O-]
    -3%	7.9µM*	50µM*	-2%	u	1	u	7%	0.71µM*
> CC(=O)Nc1ccccc1NC(=O)C/C(C)=N/NC(=O)c1ccncc1
    4%	-7%	u	10%[11.4 µM]	6%	0	64%[activator]	11%	0%
> CCOC(=O)/C(N=Nc1ccc(F)cc1)=C(/O)c1ccc([N+](=O)[O-])cc1
    -2%	u	5%	-2%	u	4	12%	0%	-10%
> Cc1cccc(NC(=O)C2CCN(S(=O)(=O)c3ccc4[nH]c5c(c4c3)CCCCC5)CC2)c1
    -3%	-42%[59 µM]	-4%	-20%	-25%	-5	4%	3%	-31%
> O=C(NCCc1ccc(Cl)cc1Cl)c1cc([N+](=O)[O-])c[nH]c1=O
    2%	11%	-11%	-5%	-18%	6	25%	1%	-18%

Three of the entries above in order of their number in PI4K2A block, rising:
Values run as follows: ERG-DNA inh	G9a inh	BAZ2B inh	RGS4 inhibitor	12-LOX inh	PI4K2A block	HP1b chromo inh	GLS inh	JMJD2A Tudor inh
> COc1cc(C(=O)NCC(=O)OCc2ccccc2Cl)cc(OC)c1OC
    6%	0%	-33%	22%	5%	-15	21%	1%	-3%
> Cc1cccc(NC(=O)c2ccc(S(=O)(=O)NCc3cccnc3)cc2)c1
    0%	6%	-14%	5%	-3%	-6	16%	5%	-14%
> O=C(Nc1cccn2ncnc12)c1ccccc1
    -5%	25%[12.7 µM]	-5%	4%	4%	-1	28%	1%	-18%

This is a subset (hit frequency here may not be typical).
